POLI inh: qHTS for Inhibitors of Polymerase Iota; Potency, µM (series often up to 115 µM), inactives show at the top dose activity, negative = inhibition, hits mostly inhibitors; Pol iota fluorescent replication assay, 10 min; hit rate 1% among 390,000; DNA polymerase iota (Homo sapiens), Q9UNA4; also: potency is read from the fitted curve at half-maximal effect
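Fluorescent replication assay read twice, at 0 min and 10 min after adding 50 nM (final) substrate. Enzyme (10 nM) and compounds were first incubated 15 min at room temperature; enzyme-free buffer wells were negative controls.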
Pol kappa inh: qHTS for Inhibitors of Polymerase Kappa. hit rate 0.53% among 400,000. Potency, µM (series often up to 107 µM), inactives show at the top dose activity, negative = inhibition, actives largely listed as inhibitors. purified Pol kappa, fluorescent DNA synthesis assay, 10 min. AID 588579, 2011. DNA polymerase kappa (Homo sapiens), Q9UBT6; also: potency is read from the fitted curve at half-maximal effect; % is scaled to controls: 0 for no effect and ±100 for the full control effect
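Inhibition of 10 nM Pol kappa is measured by a fluorescent read-out at 0 and 10 min following addition of 50 nM substrate (final), with a 15-min room-temperature compound preincubation.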
Pol eta inh: qHTS for Inhibitors of Polymerase Eta. DNA polymerase eta (Homo sapiens), Q9Y253. recombinant Pol eta, fluorescent DNA replication assay. Potency, µM (doses to about 114 µM), for the others: top-dose activity change, negative = inhibition, most hits filed as inhibitors. hit rate 1.2% among 390,000; also: potency is read from the fitted curve at half-maximal effect; % is scaled to controls: 0 for no effect and ±100 for the full control effect
Target sequence (Q9Y253 whole entry, looked up): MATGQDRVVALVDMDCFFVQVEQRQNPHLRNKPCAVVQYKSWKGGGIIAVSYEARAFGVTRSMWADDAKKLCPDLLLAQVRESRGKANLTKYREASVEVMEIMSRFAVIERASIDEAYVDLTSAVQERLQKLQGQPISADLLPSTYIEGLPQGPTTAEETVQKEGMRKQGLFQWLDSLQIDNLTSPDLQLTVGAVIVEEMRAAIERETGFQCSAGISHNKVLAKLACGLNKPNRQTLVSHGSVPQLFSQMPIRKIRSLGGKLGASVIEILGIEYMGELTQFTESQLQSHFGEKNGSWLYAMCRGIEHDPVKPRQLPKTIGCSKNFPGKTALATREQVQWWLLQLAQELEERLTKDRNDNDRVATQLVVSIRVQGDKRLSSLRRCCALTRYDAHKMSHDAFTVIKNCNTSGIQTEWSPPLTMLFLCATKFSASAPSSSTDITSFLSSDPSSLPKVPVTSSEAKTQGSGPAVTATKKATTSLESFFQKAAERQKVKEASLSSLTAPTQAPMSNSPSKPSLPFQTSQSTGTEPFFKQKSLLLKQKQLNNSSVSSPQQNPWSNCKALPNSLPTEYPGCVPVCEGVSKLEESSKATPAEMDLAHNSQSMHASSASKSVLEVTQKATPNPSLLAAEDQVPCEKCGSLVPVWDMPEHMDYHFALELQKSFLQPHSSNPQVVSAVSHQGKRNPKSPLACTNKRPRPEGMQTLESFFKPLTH
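Fluorescent replication assay: 50 nM final substrate added after a 15 min room-temperature compound preincubation with 10 nM enzyme. Signal taken at 0 min and again at 10 min.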
Anesthetic bind: qHTS Assay for Identification of Novel General Anesthetics. apoferritin/1-aminoanthracene competitive binding, fluorescence. Potency, µM (top dose mostly 77.5 µM), without a hit: at the top dose activity change, negative = displacement, hits mostly inhibitors. hit rate 0.074% among 350,000; also: potency is read from the fitted curve at half-maximal effect; % is scaled to controls: 0 for no effect and ±100 for the full control effect; nearly all actives have a fitted effect of over 20% in size
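Steps: apoferritin (10 uM) was premixed with half-saturated 1-AMA in PBS, compounds were pin-transferred, plates stood 10 min at room temperature, fluorescence was read at 380/535 nm, and curves were fitted with a Hill equation.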
Pol beta inh: qHTS Assay for Inhibitors of DNA Polymerase Beta | Potency, µM (doses to about 114 µM), for the others: at the top dose activity change, negative = inhibition, actives largely listed as inhibitors | hit rate 1.3% among 340,000 | P06746 | Pol beta primer extension/strand displacement, fluorescence kinetic; also: potency is read from the fitted curve at half-maximal effect; % is scaled to controls: 0 for no effect and ±100 for the full control effect
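10 nM enzyme + cpd, 15 min RT; start with substrate 50 nM final; read 0 min and after 10 min RT. Corrected, normalized data; 4-parameter Hill curve fit.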
Tb PGK inh: qHTS Assay to Find Inhibitors of Phosphoglycerate Kinase; PGK/GAPDH coupled, Kinase-Glo luminescence, 60 min; Potency, µM (series often up to 57.5 µM), for inactives: at the highest dose activity change, negative = inhibition, actives largely listed as inhibitors; hit rate 0.043% among 380,000; also: potency is read from the fitted curve at half-maximal effect; % is scaled to controls: 0 for no effect and ±100 for the full control effect; nearly all actives have a fitted effect of over 60% in size
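Luminescent ATP detection (Kinase-Glo Plus) follows a 60-minute room-temperature incubation, with wells lacking PGK as controls. Buffer: 100 mM TEA (pH 7.6), 5 mM MgCl2, 0.01% Tween-20. Coupling enzyme GAPDH (100 nM final) supplies unstable 1,3-BPG in-well.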
RXFP1 antag: qHTS Assay for Antagonists of the Relaxin Receptor RXFP1 | Relaxin receptor 1 (Homo sapiens), Q9HBX9 | HEK293-RXFP1, relaxin-stimulated cAMP HTRF, 30 min; active compounds read low | activity change, negative = inhibition, % at 57.5 µM | hit rate 0.59% among 350,000 | AID 1259400, 2018;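 active = activity change of -60% or lower, but not beyond a set lower limit; inconclusive = change between -60% and -40%, or beyond the set limit; inactive = change above -40%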; also: % is scaled to controls: 0 for no effect and ±100 for the full control effect
APE1 inh: qHTS Assay for Inhibitors of the Human Apurinic/apyrimidinic Endonuclease 1 (APE1); DNA repair nuclease/redox regulator APEX1 (Homo sapiens), P27695; recombinant APE1, TAMRA/BHQ-2 abasic DNA cleavage fluorescence; Potency, µM (titrated, usually from 65.8 µM), for the others: top-dose activity change, negative = inhibition, usual class: inhibitors; hit rate 0.35% among 350,000; AID 2517, 2012;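 also: potency is read from the fitted curve at half-maximal effect; plate controls were vehicle for no effect and reference inhibitor for full effect; nearly all actives have a fitted effect of over 55% in size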
Target sequence (P27695 whole entry, looked up): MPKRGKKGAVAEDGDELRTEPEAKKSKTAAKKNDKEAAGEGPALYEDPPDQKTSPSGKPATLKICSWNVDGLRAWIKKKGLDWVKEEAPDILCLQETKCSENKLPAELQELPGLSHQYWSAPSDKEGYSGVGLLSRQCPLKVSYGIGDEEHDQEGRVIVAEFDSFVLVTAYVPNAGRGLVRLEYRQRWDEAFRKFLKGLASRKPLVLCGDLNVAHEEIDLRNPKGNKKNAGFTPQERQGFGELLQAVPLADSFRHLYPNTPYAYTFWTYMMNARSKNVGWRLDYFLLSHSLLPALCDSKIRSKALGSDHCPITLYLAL
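Step 1: APE1 (0.75 nM) with compound, 15 min RT. Step 2: add 50 nM fluorophore/quencher THF duplex. Step 3: three fluorescence reads 60 s apart (525/598 nm); read 3 minus read 1 = reaction progress.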
BLM inh: qHTS Assay for Inhibitors of Bloom's syndrome helicase (BLM); RecQ-like DNA helicase BLM (Homo sapiens), P54132; recombinant BLM DNA unwinding, fluorescence dequenching; Potency, µM (top dose mostly 56.1 µM), for inactives: top-dose activity change, negative = inhibition, usual class: inhibitors; hit rate 0.2% among 350,000;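 also: potency is read from the fitted curve at half-maximal effect; plate controls were vehicle for no effect and no enzyme for full effect; nearly all actives have a fitted effect of over 35% in size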
The depositor's hits bear a star; & = joins results of further samples; [ ] = another dose, or the depositor's remark. Unless noted, calls follow the shape of the dose curve; as a rule, active = well fitted curve in the direction sought with a large enough effect; inconclusive = small, poorly fitted or top-dose-only effect, or another doubt; inactive = no such curve, though single readings can be large; an effect the other way counts as inactive or inconclusive.

`CC(C)(C)NC(=O)CN(Cc1cccs1)C(=O)CCN1CCc2ccccc21` gave POLI inh 11.1%, Pol kappa inh 0.1%[60.1 µM], Pol eta inh -10.2%, Anesthetic bind -12.3%, Pol beta inh 36.1%, Tb PGK inh inactive, RXFP1 antag -8.1, APE1 inh 22.5% and BLM inh -1.2%.
For CCOC(=O)N1CN(C(=O)OCC)CN(C(=O)OCC)C1 the results were POLI inh inconclusive, Pol kappa inh -21.3%, Pol eta inh -7.5%, Anesthetic bind 7.8%, Pol beta inh 8.8%, Tb PGK inh -3.6%, RXFP1 antag 7.5, APE1 inh 13.3% and BLM inh 0.1%.
COc1cc(/C=C2/C(=N)N3N=C(CC(=O)N4CCOCC4)SC3=NC2=O)ccc1OC(C)c1ccccc1 (stereo not drawn) was read as POLI inh inconclusive, Pol kappa inh -18.2%, Pol eta inh inconclusive, Anesthetic bind -5.5%, Pol beta inh 29.9%, Tb PGK inh -0.6%, RXFP1 antag -31.5, APE1 inh 21.9% and BLM inh -7.0%.
CCC(=O)N1c2ccccc2CC1C(=O)NCCN1CCN(c2cccc(C)c2C)CC1 (stereo not drawn) was read as POLI inh -9.7%, Pol kappa inh -13.2%[60.1 µM], Pol eta inh -2.2%, Anesthetic bind -2.2%, Pol beta inh 12.8%, Tb PGK inh -4.1%, RXFP1 antag -7.3 and BLM inh 0.5%.
Screening O=C1NC2(Nc3ccccc31)C(=O)Nc1ccc(Br)cc12 (stereo not drawn) returned POLI inh 7.2%, Pol kappa inh -6.7%, Pol eta inh 1.1%, Anesthetic bind -2.4%, Pol beta inh 8.8%, Tb PGK inh -1.9%, RXFP1 antag 2.6, APE1 inh -5.8% and BLM inh -3.5%.
COc1ccc(C(=O)N/N=C(\C)CC(=O)N2CCN(C=O)CC2)cc1 was read as POLI inh 0.0%, Pol kappa inh 4.2%, Pol eta inh -15.2%, Anesthetic bind 4.4%, Pol beta inh 24.7%, Tb PGK inh inactive, RXFP1 antag 8.2, APE1 inh 14.4% and BLM inh -11.4%.
CCc1nc2ccccc2c(C(=O)OCc2nnc(-c3ccccc3)o2)c1C was read as POLI inh inconclusive, Pol kappa inh -7.7%, Pol eta inh -16.6%, Anesthetic bind inconclusive, Pol beta inh -0.2%, Tb PGK inh 7.7%, RXFP1 antag 1.6, APE1 inh -0.1% and BLM inh -9.9%.
Screening CC(C)OCCCn1c(SCC(=O)c2ccccc2)nc2c(sc3ccccc32)c1=O returned POLI inh 6.0%, Pol kappa inh 0.2%[60.1 µM], Pol eta inh -2.8%, Anesthetic bind -6.4%, Pol beta inh -9.4%, Tb PGK inh -9.8%, RXFP1 antag -0.8 and BLM inh -1.2%.
Screening CCCC(=O)N1CC(=O)Nc2ccc(Cl)cc2C1c1ccccc1 (stereo not drawn) returned POLI inh -1.6%, Pol kappa inh -7.9%, Pol eta inh -13.2%, Anesthetic bind -0.9%, Pol beta inh 17.9%, Tb PGK inh 7.9%, RXFP1 antag -4.3 and BLM inh 0.7%.
For COc1cc(-c2noc(C)c2-c2ccc(N(C)C)nc2)cc(OC)c1OC the results were POLI inh inconclusive, Pol kappa inh -4.8%&5.7%, Pol eta inh -16.4%, Anesthetic bind -15.0%, Pol beta inh 4.2%, Tb PGK inh -9.8%, APE1 inh 0.9% and BLM inh -2.9%.
`O=c1c2c(ncn1Cc1ccccc1)nc1n2CCC1` gave POLI inh 13.9%, Pol kappa inh 1.1%, Pol eta inh -9.2%, Anesthetic bind 6.1%, Pol beta inh 18.7%, Tb PGK inh 8.0%, RXFP1 antag -8.8, APE1 inh 0.9% and BLM inh 4.0%.
Screening COc1ccc(OC)c(C2=NOC(C(=O)Nc3cc(C)on3)C2)c1 (stereo not drawn) returned POLI inh inconclusive, Pol kappa inh -39.0%, Pol eta inh -22.9%, Anesthetic bind 2.2%, Pol beta inh 0.9%, Tb PGK inh inactive, RXFP1 antag 8.9, APE1 inh 18.7% and BLM inh 1.4%.
CC(C)NC(=O)COc1coc(CN2CCN(Cc3ccccc3)CC2)cc1=O was read as POLI inh 34.5%[activator], Pol kappa inh 11.5%, Pol eta inh -13.1%, Anesthetic bind -11.1%, Pol beta inh -0.2%, Tb PGK inh -13.9%, RXFP1 antag -1.3, APE1 inh 48.1%[activator] and BLM inh -0.5%.
Screening Cc1ccccc1CCNC(=O)C1CCC(=O)N(C2CCCCCC2)C1 (stereo not drawn) returned POLI inh 16.9%, Pol kappa inh -7.9%, Pol eta inh -3.7%, Anesthetic bind -5.7%, Pol beta inh 0.5%, Tb PGK inh -10.0%, RXFP1 antag -7.9, APE1 inh 33.6% and BLM inh -1.0%.
CCOc1ccc(C(=O)Nc2c(C(=O)c3ccc(OC)cc3)oc3ccccc23)cc1 was read as POLI inh 15.4%, Pol kappa inh -23.1%, Pol eta inh -13.7%, Anesthetic bind 6.9%, Pol beta inh 2.7%, Tb PGK inh 1.6% and BLM inh -2.9%.
Screening COc1ccc(-c2nn(-c3ccccc3)cc2C(=O)Nc2ccccc2OC)cc1 returned POLI inh 12.4%, Pol kappa inh 10.7%, Pol eta inh -19.2%, Anesthetic bind 93.3%[activator], Pol beta inh 33.8%, Tb PGK inh -2.0% and BLM inh -8.6%.
For CCCc1cc(N2CCN(c3ccccc3F)CC2)n2cnnc2n1 the results were POLI inh 6.4%, Pol kappa inh -3.6%, Pol eta inh 0.7%, Anesthetic bind -11.1%, Pol beta inh 8.4%, Tb PGK inh inactive, RXFP1 antag -29.3 and BLM inh 2.3%.
CC(C)OC(=O)c1ccc(S(N)(=O)=O)o1 was read as POLI inh 6.7%, Pol kappa inh -9.0%, Pol eta inh -11.2%, Anesthetic bind 3.9%, Pol beta inh -8.6%, Tb PGK inh 2.3%, RXFP1 antag 8.3, APE1 inh 3.0% and BLM inh -0.9%.
Screening CCCc1nnc(SCC(=O)Nc2cc(C)on2)n1CCOC returned POLI inh 29.0%, Pol kappa inh -5.6%, Pol eta inh 9.3%, Anesthetic bind 0.1%, Pol beta inh 0.9%, Tb PGK inh 0.3%, RXFP1 antag -0.8, APE1 inh 26.4% and BLM inh -2.5%.
`COc1ccc(CNC(=S)Nc2ccc(S(N)(=O)=O)cc2)cc1` gave POLI inh 12.0%, Pol kappa inh 4.5%, Pol eta inh -4.9%, Anesthetic bind -5.1%, Pol beta inh 1.4%, Tb PGK inh inactive, RXFP1 antag 0.3, APE1 inh -8.0% and BLM inh -13.2%.
`CCC(=O)Nc1ccc(Cl)c(NC(=O)C(C)C)c1` gave POLI inh 25.7%, Pol kappa inh 1.2%, Pol eta inh 9.1%, Anesthetic bind 1.6%, Pol beta inh 26.6%, RXFP1 antag 5.8, APE1 inh 1.8% and BLM inh -3.3%.
CCSCCOC(=O)C1=C(C)NC(=O)NC1c1cccc(OC)c1OC (stereo not drawn) was read as POLI inh 18.3%, Pol kappa inh -6.8%[60.1 µM], Pol eta inh -5.9%, Anesthetic bind -7.2%, Pol beta inh 1.7%, Tb PGK inh -6.1%, RXFP1 antag -1.4, APE1 inh -0.5% and BLM inh -4.8%.
Screening COc1ccc(CCn2c(=N)c(C(=O)NC3CCCC3)cc3c(=O)n4cccc(C)c4nc32)cc1 returned POLI inh 24.2%, Pol kappa inh 6.3%, Pol eta inh -7.1%, Anesthetic bind -7.2%, Pol beta inh 2.2%, Tb PGK inh inactive, RXFP1 antag -1.1, APE1 inh -18.7% and BLM inh -4.5%.
For C(=N\n1cnnc1)/c1nc2ccccc2[nH]1 the results were POLI inh 29.2%, Pol kappa inh -11.4%, Pol eta inh 17.5%, Anesthetic bind -11.7%, Pol beta inh 0.9%, Tb PGK inh -9.4%, RXFP1 antag -0.8, APE1 inh -5.2% and BLM inh -6.3%.
CCN(Cc1ccccc1)C(=O)C1CCN(CC2CC=CCC2)CC1 (stereo not drawn) was read as POLI inh 18.8%, Pol kappa inh -5.7%, Pol eta inh -21.6%, Anesthetic bind -11.7%, Pol beta inh 4.3%, Tb PGK inh 0.0%, RXFP1 antag 3.0, APE1 inh 2.6% and BLM inh -4.4%.
CCC(=O)N1CCc2cc(Br)c(S(=O)(=O)CCC(=O)NCCOC)cc21 was read as POLI inh 27.5%, Pol kappa inh -6.0%, Pol eta inh -5.3%, Tb PGK inh inactive and RXFP1 antag -2.7.
For CCOc1ccc(OCC)c(NC(=O)C2CCCN(S(=O)(=O)c3c(C)n[nH]c3C)C2)c1 (stereo not drawn) the results were POLI inh 24.5%, Pol kappa inh 0.4%, Pol eta inh -12.8%, Anesthetic bind -9.2%, Pol beta inh 13.4%, Tb PGK inh -0.5%, APE1 inh -5.6% and BLM inh 4.2%.
CCCOC1CCCN(Cc2nc(-c3cnccn3)no2)C1 (stereo not drawn) was read as POLI inh 40.9%[activator], Pol kappa inh 3.5%, Pol eta inh -20.2%, Anesthetic bind -5.4%, Pol beta inh -25.9%, Tb PGK inh -6.8%, RXFP1 antag 1.7, APE1 inh 4.1% and BLM inh -2.9%.

As a short view, 2 of the compounds above.
For CCOc1ccc(OCC)c(NC(=O)C2CCCN(S(=O)(=O)c3c(C)n[nH]c3C)C2)c1 (stereo not drawn) the results were POLI inh 24.5%, Pol kappa inh 0.4%, Pol eta inh -12.8%, Anesthetic bind -9.2%, Pol beta inh 13.4%, Tb PGK inh -0.5%, APE1 inh -5.6% and BLM inh 4.2%.
CCCOC1CCCN(Cc2nc(-c3cnccn3)no2)C1 (stereo not drawn) was read as POLI inh 40.9%[activator], Pol kappa inh 3.5%, Pol eta inh -20.2%, Anesthetic bind -5.4%, Pol beta inh -25.9%, Tb PGK inh -6.8%, RXFP1 antag 1.7, APE1 inh 4.1% and BLM inh -2.9%.

High-throughput results deposited in PubChem by National Center for Advancing Translational Sciences (NCATS).

These rows are one share of the data. The share of hits here may be higher or lower than overall.
